mIDH1 inhibitor: blocks human mutant IDH1 R132H enzyme; O75874; IDH1-R132H enzyme, NADPH consumption, diaphorase/resazurin fluorescence; Potency, µM (top dose mostly 76.6 µM), for inactives: at the top dose activity change, negative = inhibition, usual class: inhibitors; 0.093% of 390,000 active; AID 602179; further: on the % scale 0 is the no-effect control and ±100 the full control effect; nearly all actives have a fitted effect of over 65% in size
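IDH1-R132H (0.5 ug/mL dispensed) in pH 7.5 Tris buffer was preincubated 30 min with compound, then given a substrate mix of 0.016 mM NADPH and 2 mM alpha-KG for 80 min at room temperature; remaining NADPH was read by diaphorase/resazurin fluorescence.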
TrxR1 substrate: is turned over as a substrate by rat TrxR1; O89049; Potency, µM (top dose mostly 114 µM), for the others: at the top dose activity change, negative = substrate turnover; 0.01% of 390,000 active; purified TrxR1 substrate turnover, NADPH consumption readout; AID 588456; further: on the % scale 0 is the no-effect control and ±100 the full control effect; nearly all actives have a fitted effect of over 50% in size
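Rat TrxR1, dispensed at 90 nM, was prereduced with 400 uM NADPH (final) for 5 min at ~22 deg C, then incubated with compound 15 min before 400 uM selenite. A first-read NADPH fluorescence drop versus no-compound background flagged substrates.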
rTrxR1 inhibitor: blocks rat thioredoxin reductase 1; recombinant rTrxR1, NADPH fluorescence consumption, selenite substrate; O89049; Potency, µM (series often up to 114 µM), without a hit: top-dose activity change, negative = inhibition, usual class: inhibitors; 1% of 390,000 active; further: on the % scale 0 is the no-effect control and ±100 the full control effect; nearly all actives have a fitted effect of over 65% in size
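Rat TrxR1 (90 nM in the dispensed reagent) was pre-reduced with 400 uM NADPH for 5 min at room temperature, then incubated with compound for 15 min. After 400 uM selenite was added, NADPH fluorescence (Ex 340/Em 450 nm) was followed for 8 min.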
ALOX12 inh: blocks human arachidonate 12S-lipoxygenase. purified 12hLO, xylenol orange hydroperoxide absorbance. 1.1% of 580,000 active. P18054. AID 1671190. Potency, µM (doses to about 108 µM), inactives show at the top dose activity change, negative = inhibition, hits mostly inhibitors; further: on the % scale 0 is the no-effect control and ±100 the full control effect
Target sequence (P18054 whole entry, looked up): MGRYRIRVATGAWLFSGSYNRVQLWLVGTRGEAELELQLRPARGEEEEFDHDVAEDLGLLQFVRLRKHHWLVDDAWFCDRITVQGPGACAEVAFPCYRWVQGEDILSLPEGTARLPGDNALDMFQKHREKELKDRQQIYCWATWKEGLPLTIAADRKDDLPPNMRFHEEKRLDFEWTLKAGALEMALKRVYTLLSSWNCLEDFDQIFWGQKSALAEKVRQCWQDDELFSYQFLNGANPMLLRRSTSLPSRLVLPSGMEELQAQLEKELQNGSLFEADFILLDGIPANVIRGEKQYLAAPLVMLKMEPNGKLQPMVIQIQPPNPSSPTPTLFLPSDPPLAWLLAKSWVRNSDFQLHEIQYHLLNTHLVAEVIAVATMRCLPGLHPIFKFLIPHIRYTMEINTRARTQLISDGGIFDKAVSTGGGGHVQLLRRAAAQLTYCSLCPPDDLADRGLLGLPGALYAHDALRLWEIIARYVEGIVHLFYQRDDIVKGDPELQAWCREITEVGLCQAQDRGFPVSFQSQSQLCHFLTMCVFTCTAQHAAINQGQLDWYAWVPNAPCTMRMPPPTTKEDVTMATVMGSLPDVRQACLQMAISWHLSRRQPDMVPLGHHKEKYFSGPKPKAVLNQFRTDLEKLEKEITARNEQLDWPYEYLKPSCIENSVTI
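Hydroperoxide product was detected by ferrous iron/xylenol orange as the 573 to 405 nm absorbance ratio. Arachidonic acid at 40 uM (final) was turned over for 30 min at room temperature by 150 nM human 12hLO, pH 7.0 Hepes buffer, after 15 min compound preincubation.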
Vif-A3F inh: inhibitors of Vif-A3F interaction; HeLa A3F-eYFP + Vif (tagged APOBEC3F with the HIV-1 protein that degrades it), YFP fluorescence increase; Potency, µM (titrated, usually from 46.1 µM), inactives show at the top dose activity, negative = active; 0.2% of 390,000 active; AID 602313; further: % of control where 0% means no effect; nearly all actives have a fitted effect of over 65% in size
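HeLa cells stably expressing Vif plus C-terminally eYFP-tagged A3F were seeded, incubated overnight at 37 deg C, dosed with compound, incubated overnight again at 37 deg C. Yellow fluorescence (Ex 488/Em 500-530) reported blocked Vif-mediated A3F-eYFP degradation.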
RXFP1 ag: agonists of human relaxin receptor RXFP1; Potency, µM (top dose mostly 57.5 µM), for the others: at the top dose activation, hits mostly activators; HEK293T-RXFP1 cAMP TR-FRET, 30 min; response scale: percent of porcine relaxin response, buffer zero; 0.3% of 370,000 active; Q9HBX9; AID 2676; further: on the % scale 0 is the no-effect control and ±100 the full control effect; nearly all actives have a fitted effect of over 60% in size; many of its hits are not listed in these tables
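cAMP rise read by TR-FRET after 30 min, 37C compound exposure (up to 58 uM) in RXFP1-transfected HEK293 cells with Ro 20174 present. EC50 from Hill-equation fits, with 29 nM porcine relaxin as 100% and buffer as basal.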
USP1-UAF1 inh: inhibitors of human USP1/UAF1 deubiquitinase; O94782; recombinant USP1/UAF1, Ub-Rhodamine cleavage fluorescence; Potency, µM (titrated, usually from 57.1 µM), for the others: at the top dose activity change, negative = inhibition, actives largely listed as inhibitors; 0.23% of 390,000 active; further: on the % scale 0 is the no-effect control and ±100 the full control effect; nearly all actives have a fitted effect of over 60% in size; inactives centre near -12
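1 nM enzyme complex + cpd, 15 min RT; start with Ub-Rho 150nM final; kinetic fluorescence ex 480/em 540, 6 reads q60 s. Buffer 50mM HEPES pH 7.8, 0.5mM EDTA, 0.1 mg/ml BSA, 1mM TCEP, 0.01% Tween-20.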
RGS4 inhibitor: human RGS4 inhibition; Potency, µM (titrated, usually from 114 µM), inactives show at the highest dose activity change, negative = inhibition, most hits filed as inhibitors; 0.039% of 390,000 active; AID 504845; P49798; Transcreener GDP fluorescence polarization, RGS4-accelerated GTP hydrolysis; further: on the % scale 0 is the no-effect control and ±100 the full control effect; nearly all actives have a fitted effect of over 75% in size; some results filed as inactive show a strong effect at the top dose
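MLSMR compounds (23 nl, pin-transferred) preincubated 10 min at room temperature with a 500nM (2x) first reagent, then RGS4 at 900nM (2x) plus Transcreener GDP mix added; fluorescence polarization (620/688 nm) read before and after 90 min at 30 °C.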
Vif-APOBEC3G blk: inhibitors of Vif-APOBEC3G interaction. HeLa A3G-eYFP + Vif (tagged APOBEC3G with the HIV-1 protein that degrades it), YFP fluorescence, overnight. Potency, µM (top dose mostly 46.1 µM), for inactives: at the top dose activity, negative = active, hits mostly inhibitors. 0.076% of 410,000 active. AID 602310;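 further: on the % scale 0 is the no-effect control and ±100 the full control effect; nearly all actives have a fitted effect of over 60% in size; hits raise eYFP signal because A3G escapes Vif-driven loss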
Target sequence (Q9HC16 whole entry, looked up): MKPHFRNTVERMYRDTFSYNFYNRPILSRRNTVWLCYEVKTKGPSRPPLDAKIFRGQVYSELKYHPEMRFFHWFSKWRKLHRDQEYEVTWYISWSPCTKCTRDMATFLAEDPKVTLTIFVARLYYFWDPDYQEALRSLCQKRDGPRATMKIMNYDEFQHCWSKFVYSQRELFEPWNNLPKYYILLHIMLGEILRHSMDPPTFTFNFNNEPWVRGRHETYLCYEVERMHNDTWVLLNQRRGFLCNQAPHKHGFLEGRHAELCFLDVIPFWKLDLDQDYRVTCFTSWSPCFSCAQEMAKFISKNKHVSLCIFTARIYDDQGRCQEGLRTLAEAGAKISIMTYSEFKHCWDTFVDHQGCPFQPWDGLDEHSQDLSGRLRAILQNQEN
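HeLa cells stably expressing Vif and C-terminally eYFP-tagged A3G, seeded overnight at 37 deg C, then exposed to compound by pintool overnight at 37 deg C. Rise in yellow fluorescence (Ex 488/Em 500-530, Acumen) marks blocked Vif-driven A3G degradation.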
Starred values were filed as active, the others as inactive; i = inactive; ? = inconclusive; . = no result given; & = joins results of further samples; [ ] = remark or other dose. The call rests on the fitted dose curve; in most records, active means well fitted curve in the direction sought with a large enough effect; inconclusive means small, poorly fitted or top-dose-only effect, or another doubt; inactive means no such curve, though single readings can be large; an effect the other way counts as inactive or inconclusive. Potency means the concentration at half of the fitted maximal effect. The list is partial; the hit share may differ from the screen's.

SMILES	mIDH1 inhibitor	TrxR1 substrate	rTrxR1 inhibitor	ALOX12 inh	Vif-A3F inh	RXFP1 ag	USP1-UAF1 inh	RGS4 inhibitor	Vif-APOBEC3G blk
Nc1ccc2oc3ccccc3c2c1	1%	57%[activator]	8%	?	-3%	-0.1%	-3%	1%	-6%
COc1ccc(CC(=O)Nc2ccc(S(=O)(=O)N3CCCCC3)cc2)cc1OC	-20%	-2%	6%	-6%&-9%	-7%	-4.4%	-10%	10%	0%
O=C(Cn1ncc2c(=O)oc3ccccc3c21)N1CCN(C(=O)c2ccco2)CC1	-4%	2%	9%	-21%	5%	0.9%	-12%	6%	3%
Cc1c(C(=O)Nc2cccnc2Cl)oc2ccccc12	4%	5%	9%	1%	-10%	?	-8%	-3%	-5%
CC(=O)c1cc(C(c2csc(C(C)=O)c2)c2csc(C(C)=O)c2)cs1	6%	-4%	-4%	10%	.	0.5%	-19%	3%	-1%
C[C@]12CCC3C(CC=C4C[C@@H](O)CC[C@@]43C)C1CCC2[C@]1(C)CCC(=O)O1 (stereo not given in full)	-2%	-4%	5%	-13%	-26%	-0.6%	5%	-1%	-1%
COc1ccccc1CNC(=O)CSc1nc(=O)[nH]c2c1CCCC2	17%	-4%[57.1 µM]	1%[57.1 µM]	-23%	-9%	2.4%	-29%	6%	-4%
C[C@H](CO)N1C[C@H](C)[C@@H](CN(C)Cc2ccc3c(c2)OCCN3C)OCc2cnnn2CCCC1=O	13%	.	.	29%	-5%	.	-11%	.	1%
NCc1ccccc1	-7%	3%	16%	-12%	3%	-0.8%	-6%	-2%	-3%
COc1cccc(CN2CCc3nc(N4CCN(C)CC4)ncc3C2)c1	-5%	5%[57.1 µM]	11%[57.1 µM]	3%	0%	0.2%	-15%	4%	7%
COC(=O)C(C)Sc1ccc2nnc(-c3ccc(F)cc3)n2n1 (stereo not given)	2%	6%	1%	24%	0%	16%	-1%	-2%	1%
COCCNc1cc(C)nc2ccccc12	4%	5%[57.1 µM]	7%[57.1 µM]	12%	-9%	0.3%	5%	14%	-1%
COc1ccc(C(=O)Nc2cc(-c3ccc(C)cc3)no2)cc1	4%	-5%	-2%	-9%	7%	?	3%	5%	0%
CN(C)c1ccc(C=Cc2cnccn2)cc1	4%	-6%	5%	?	-7%	.	?	-12%	-5%
O=C(COC(=O)C1(c2ccc(Cl)cc2)CCCC1)N1CCc2ccccc21	-1%	5%	21%	21%	-7%	0.9%	-16%	-12%	0%
Cc1cccc(N(C(=O)Cc2cccs2)C(C(=O)NC2CCCC2)c2ccncc2)c1 (stereo not given)	-26%	12%[57.1 µM]	6%[57.1 µM]	?	-31%	-1.7%	-14%	3%	-1%
Cc1ncc([N+](=O)[O-])n1CC(=O)N/N=C/c1ccccc1F	-15%	-6%	10%	-2%	4%	2.9%	5%	16%	-1%
CCCC(CCC)C(=O)NNc1cc(=O)c2c(=O)n(C)c(=O)n(C)c2[nH]1	2%	-7%	-15%	0%	6%	2.1%	5%	-17%	-3%
Oc1c(C(Nc2ccccn2)c2ccccn2)ccc2cccnc12 (stereo not given)	4%	6%[11.4 µM]	8%[11.4 µM]	?	-11%	1.6%	-21%	5%[11.4 µM]	-22%
Cc1ccc(S(=O)(=O)NCCSC(C)(C)C)cc1	-4%	-4%	4%	-20%	-9%	-0.8%	-7%	31%	2%
C=CCn1c(SCC(=O)N2CCCC2)nc2scc(-c3cccs3)c2c1=O	-1%	-9%	-10%	6%	2%	3.6%	-17%	-25%	-5%
O=C1CC(N2CCN(c3ccccc3Cl)CC2)C(=O)N1c1ccccc1 (stereo not given)	8%	-2%	-24%	0%	4%	0.1%	-6%	-3%	2%
O=C(Nc1ccc2nc(-c3cccnc3)[nH]c2c1)c1ccco1	13%	-3%	-7%	-5%	-1%	5.4%	?	4%	-11%
COc1cc(OC)cc(C(=O)Nc2cc(NC(=O)c3ccco3)ccc2OC)c1	6%	13%[57.1 µM]	1%[57.1 µM]	-11%	-2%	1.0%	-19%	-25%	-4%
Cc1ccc(C(=O)N/C(=C/c2ccc(Cl)cc2)C(=O)Nc2cccc(C(=O)O)c2)cc1	-1%	-12%	-10%	-4%	-15%	0.4%	-9%	0%	2%
(further entries)
SMILES	mIDH1 inhibitor	TrxR1 substrate	rTrxR1 inhibitor	ALOX12 inh	Vif-A3F inh	RXFP1 ag	USP1-UAF1 inh	RGS4 inhibitor	Vif-APOBEC3G blk
Cn1c(CCNC(=O)c2ccco2)nc2cc(NC(=O)C3CCCCC3)ccc21	-6%	7%[57.1 µM]	11%[57.1 µM]	0%	-4%	0.2%	-9%	15%	3%
O=c1[nH]oc(O)c1-c1ncc(C(F)(F)F)cc1Cl	-4%	-2%	16%	2%	19%	-0.3%	-15%	3%	-4%
O=C(c1cccnc1)N1CCN(C(=O)c2cccs2)CC1	3%	-9%	-15%	10%	6%	-1.1%	-3%	7%	1%
COc1c(/C=N/NC(=O)c2ccccc2O)c(CCN(C)C(C)=O)cc2c1OCO2	1%	-10%	-16%	-20%	-3%	-2.6%	-16%	-15%	0%
CCOC(=O)c1c(-c2ccccc2)oc2ccc(O)c(CN(C)C)c12	5%	-3%	-5%	15%	1%	-0.4%	-10%	-19%	1%
CCOc1ccc2[nH]c3nc(SCC(=O)NCC4CCCO4)nnc3c2c1 (stereo not given)	-4%	9%[0.0914 µM]	-7%[57.1 µM]	-4%	5%	8.9%	-8%	-25%	-3%
O=C(NC(=S)N(Cc1ccccc1)c1ccccn1)C1CCCCC1	3%	-6%	-9%	?	2%	-1.0%	-8%	-26%	-1%
O=C(N/N=C/c1c(O)ccc2ccccc12)c1ccc(Br)o1	8%	-6%[57.1 µM]	4%[57.1 µM]	?	?	3.3%	-19%	?	-27%
CCn1c(SCC(=O)NC2CCCC2)nnc1-c1ccccn1	-3%	5%	15%	0%	7%	-2.7%	-13%	4%	-6%
COCCC(=O)N1CCc2ccc(NC(=O)c3ccc(C(F)(F)F)cc3)cc2C1	2%	-9%	4%	-4%	2%	1.2%	-18%	30%	4%
CSCCC(NC(=O)c1ccc(Cl)cc1)C(=O)O (stereo not given)	13%	3%	18%	-11%	2%	3.7%	0%	-5%	0%
O=C(Nc1nc2ccccc2[nH]1)NC1CCCCC1	-17%	4%	26%	i	0%	4.1%	-28%	-9%	-14%
COc1cc(N=c2oc3c(C)ncc(CO)c3cc2C(N)=O)cc(OC)c1OC	3%	-6%[57.1 µM]	15%[57.1 µM]	5%	-19%	3.6%	-6%	-20%	0%
CCN(CC)C(=O)CSc1nc(O)c(Cc2ccccc2)c(=O)n1-c1ccccc1	1%	-8%	-5%	?	8%	0.8%	-4%	7%	0%
O=C(O)CCSCc1ccccc1F	-4%	4%[57.1 µM]	2%[57.1 µM]	-8%	7%	-1.4%	-10%	?	0%
Oc1ccccc1/C=N/Nc1cccc2cccnc12	4%	-4%	?	0%	-2%	0.2%	-11%	-36%	-10%
O=C1/C(=C/c2ccccc2F)SC(=S)N1CCC(=O)N1CCCCC1CCO (stereo not given)	-16%	1%	16%	-6%	9%	-0.1%	-27%	16%	0%
Cn1cc(C(=O)NCN2CCCCC2)c2ccccc21	0%	1%	12%	-2%	.	-1.1%	0%	-7%	-1%
COc1cc(OC)c(OC)cc1CNC(=O)c1ccc(COc2ccccc2)cc1	-8%	1%	11%	-12%	8%	-0.3%	-21%	1%	3%
O=S1(=O)C2CC3C=CC2(O3)C(O)C(Cc2ccccc2)N1Cc1cccc(C(F)(F)F)c1 (stereo not given)	.	-12%	?	.	.	.	.	-2%	-4%
COC(CNC(=O)c1c[nH]c2ccc(S(=O)(=O)N3CCOCC3)cc2c1=O)OC	-4%	10%	-2%	-7%	1%	5.4%	-5%	-6%	1%
C=CCN1CCN(C(c2ccccc2OC)c2nnnn2C(C)(C)C)CC1 (stereo not given)	2%	5%[57.1 µM]	10%[57.1 µM]	1%	-12%	1.4%	-7%	7%	-1%
Cc1ccc2nc(C)c(C(=O)N/N=C/c3cccs3)cc2c1	0%	2%	11%	-5%	-5%	-1.3%	-6%	?	-14%
O=C1OC(Nc2nc3ccccc3s2)c2ccccc21 (stereo not given)	2%	-8%	-24%	-7%	4%	1.3%	-17%	-39%	2%

Entries of single compounds, looked up by structure. Order of values: mIDH1 inhibitor | TrxR1 substrate | rTrxR1 inhibitor | ALOX12 inh | Vif-A3F inh | RXFP1 ag | USP1-UAF1 inh | RGS4 inhibitor | Vif-APOBEC3G blk
Profile of CCOC(=O)c1c(-c2ccccc2)oc2ccc(O)c(CN(C)C)c12 = 5% | -3% | -5% | 15% | 1% | -0.4% | -10% | -19% | 1%
Profile of COc1cc(OC)c(OC)cc1CNC(=O)c1ccc(COc2ccccc2)cc1 = -8% | 1% | 11% | -12% | 8% | -0.3% | -21% | 1% | 3%
Profile of Cn1cc(C(=O)NCN2CCCCC2)c2ccccc21 = 0% | 1% | 12% | -2% | . | -1.1% | 0% | -7% | -1%
Profile of O=c1[nH]oc(O)c1-c1ncc(C(F)(F)F)cc1Cl = -4% | -2% | 16% | 2% | 19% | -0.3% | -15% | 3% | -4%
Profile of CCOc1ccc2[nH]c3nc(SCC(=O)NCC4CCCO4)nnc3c2c1 (stereo not given) = -4% | 9%[0.0914 µM] | -7%[57.1 µM] | -4% | 5% | 8.9% | -8% | -25% | -3%

Bioassay records deposited in PubChem BioAssay by National Center for Advancing Translational Sciences (NCATS).
